Screens: PubChem BioAssay, National Center for Advancing Translational Sciences (NCATS)
TexasRed fluor: counter-screen for TRb-SRC2 inhibitors: fluorescence interference | Potency, µM (doses to about 106 µM), for inactives: at the top dose fluorescence change, negative = quenching | 0.29% of 280,000 active | TRb/SRC2 Texas Red total fluorescence interference | AID 1479; active = well fitted curve in either direction with a large enough effect; inconclusive = small, poorly fitted or top-dose-only effect
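Human TRb ligand-binding domain at 0.6 uM with 20 nM Texas Red SRC2 peptide in Tris buffer containing 1 uM T3 and 5% DMSO, incubated with compound 5 h at ambient temperature. Total fluorescence (555/632 nm) calculated as parallel + 2 × perpendicular.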
RECQ1 helicase: RECQ1 (human) helicase inhibition; 0.54% of 240,000 active; Potency, µM (doses to about 57.3 µM), for inactives: top-dose activity, negative = inhibition, usual class: inhibitors; AID 2549; RECQ1 DNA unwinding, red fluorescence kinetic read; P46063;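 note: plate controls were vehicle for no effect and no enzyme for full effect; nearly all actives have a fitted effect of over 30% in size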
Target sequence (P46063 whole entry, looked up): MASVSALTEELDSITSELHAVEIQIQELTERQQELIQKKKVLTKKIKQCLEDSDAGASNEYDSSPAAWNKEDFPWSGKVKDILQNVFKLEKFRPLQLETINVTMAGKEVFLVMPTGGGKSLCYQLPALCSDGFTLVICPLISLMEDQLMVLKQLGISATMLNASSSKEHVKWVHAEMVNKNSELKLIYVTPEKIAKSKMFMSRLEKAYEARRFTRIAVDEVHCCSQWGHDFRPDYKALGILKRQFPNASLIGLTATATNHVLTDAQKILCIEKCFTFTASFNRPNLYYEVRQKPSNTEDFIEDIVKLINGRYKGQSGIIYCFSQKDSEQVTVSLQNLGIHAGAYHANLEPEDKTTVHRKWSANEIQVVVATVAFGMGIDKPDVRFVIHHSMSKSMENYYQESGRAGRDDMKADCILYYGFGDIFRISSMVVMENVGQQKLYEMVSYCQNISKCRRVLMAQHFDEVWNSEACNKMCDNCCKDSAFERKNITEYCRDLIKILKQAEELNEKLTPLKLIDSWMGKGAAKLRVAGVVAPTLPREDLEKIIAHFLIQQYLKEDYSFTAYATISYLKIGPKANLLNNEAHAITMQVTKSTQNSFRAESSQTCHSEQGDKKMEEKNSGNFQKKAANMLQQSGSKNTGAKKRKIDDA
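RECQ1T1 50 nM; forked duplex (20 bp + 30-nt ss tails) 200 nM, ATP 2 mM final; pH 8.0, 2 mM MgCl2, 2.5 ug/ml poly(dI-dC); 15 min compound preincubation; discontinuous kinetic read over 2 h at RT.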
RGS12 GoLoco inh: inhibitors of human Gai1-RGS12 GoLoco interaction (red fluorophore) | P63096 | Gai1:RGS12 GoLoco peptide FP, rhodamine, 10 min | Potency, µM (titrated, usually from 61.6 µM), without a hit: at the highest dose activity, negative = inhibition, usual class: inhibitors | 0.44% of 230,000 active; active = well fitted inhibition curve with a large enough effect, not every such curve was filed as active; inactive = no such curve, though single readings can be large or run the other way; note: nearly all actives have a fitted effect of over 30% in size; many of its hits are not listed in these tables
aGlu spleen mod: inhibitors or activators of human alpha-glucosidase in spleen homogenate; human spleen homogenate, 4-MU-alpha-glucoside fluorescence; Potency, µM (titrated, usually from 79.9 µM), for the others: at the highest dose activity change, negative = inhibition, actives largely listed as inhibitors; 0.006% of 240,000 active; P10253;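 note: 0% = enzyme with vehicle and -100% = no enzyme basal signal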
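Compounds were titrated against alpha-glucosidase in spleen homogenate at pH 5.0, with 1 mM 4-methylumbelliferyl substrate for 40 min at 37 C. Reactions were quenched with pH 10 NaOH/glycine and fluorescence measured.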
GAA glycogen: inhibitors or activators of human alpha-glucosidase glycogen cleavage; P10253; recombinant GAA, glycogen substrate, Amplex Red glucose oxidase fluorescence; Potency, µM (highest dose often 76.4 µM), inactives show top-dose activity change, negative = inhibition, hits mostly inhibitors; 0.38% of 300,000 active;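 note: 0% = full enzyme reaction and -100% = no-enzyme basal signal; the screen sought inhibitors and activators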
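Recombinant human enzyme (4 nM); glycogen substrate; 37 C, 40 min, pH 5.0. Readout: coupled glucose oxidase/Amplex Red fluorescence.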
L3MBTL1 inh: L3MBTL1 (human) inhibition; Potency, µM (series often up to 57.1 µM), for the others: at the top dose activity, negative = inhibition, hits mostly inhibitors; Q9Y468; AlphaScreen L3MBTL1–H3K9me1 peptide binding; 0.66% of 230,000 active; note: nearly all actives have a fitted effect of over 60% in size
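First, the protein-peptide complex forms for 30 min at room temperature (L3MBTL1 50 nM, biotinylated H3K9me1 peptide 75 nM). Next, compounds are pin-transferred and incubated 30 min. Finally, AlphaScreen beads are added and read after 30 min.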
TRb SRC2 PPI: inhibitors of human thyroid hormone receptor beta-SRC2 interaction | P10828 | TRbeta-SRC2 peptide binding, fluorescence polarization; receptor liganded with 1 µM T3 | Potency, µM (titrated, usually from 106 µM), for inactives: top-dose activity change, negative = inhibition, hits mostly inhibitors | 0.065% of 280,000 active | AID 1469;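 note: plate controls were bound peptide for no effect and peptide without receptor for full effect; nearly all actives have a fitted effect of over 50% in size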
Target sequence (P10828 whole entry, looked up): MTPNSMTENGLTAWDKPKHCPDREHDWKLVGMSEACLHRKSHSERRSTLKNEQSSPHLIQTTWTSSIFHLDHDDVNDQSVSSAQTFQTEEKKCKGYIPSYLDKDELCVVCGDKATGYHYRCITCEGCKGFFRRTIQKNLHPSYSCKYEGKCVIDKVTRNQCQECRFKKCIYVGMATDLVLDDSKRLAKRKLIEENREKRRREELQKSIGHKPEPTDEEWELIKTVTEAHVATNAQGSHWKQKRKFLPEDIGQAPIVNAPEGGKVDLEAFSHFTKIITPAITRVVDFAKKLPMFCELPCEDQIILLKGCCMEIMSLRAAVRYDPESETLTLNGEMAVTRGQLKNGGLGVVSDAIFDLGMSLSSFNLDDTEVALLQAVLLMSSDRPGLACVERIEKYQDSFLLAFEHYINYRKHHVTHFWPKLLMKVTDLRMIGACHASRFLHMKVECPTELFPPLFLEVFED
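A fluorescence polarization screen tested compounds at multiple concentrations against complex formation between 0.6 uM TRb ligand-binding domain and 20 nM Texas Red SRC2 peptide, with 1 uM T3 present; readout after 5 hr.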
GAA inh: inhibitors of human lysosomal alpha-glucosidase. P10253. purified human GAA, 4-MU-alpha-glucoside fluorescence. Potency, µM (series often up to 76.9 µM), inactives show at the highest dose activity change, negative = inhibition, hits mostly inhibitors. 0.005% of 200,000 active. AID 1466;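 note: plate controls were uninhibited enzyme wells for no effect and no-enzyme background for full effect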
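qHTS format, compound range up to 77 uM. Human lysosomal enzyme at 4 nM, 400 uM 4-MU glucoside substrate, pH 5.0, 20 min room temperature; fluorescence after alkaline stop gives activity normalized to controls.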
Active calls of the source: *; i = inactive; ? = inconclusive; / = not tested or not shown; [ ] = dose if it differs, or a comment. Unless noted, calls come from the whole dose curve; as a rule, active = well fitted curve in the direction sought with a large enough effect; inconclusive = small, poorly fitted or top-dose-only effect, or another doubt; inactive = no such curve, though single readings can be large; an effect the other way counts as inactive or inconclusive. Unless noted, % is set by controls: 0 for no effect and ±100 for the full control effect; potency is the fitted concentration of half-maximal effect. This is a subset (hit frequency here may not be typical).

SMILES | TexasRed fluor | RECQ1 helicase | RGS12 GoLoco inh | aGlu spleen mod | GAA glycogen | L3MBTL1 inh | TRb SRC2 PPI | GAA inh
C=C(C)C(=O)Nc1cccc(C2=NOC3(C2)C[C@@H](C(N)=O)N(C(=O)CCCCC)C3)c1 (some centres undefined) | 1% | 25µM* | 2% | -4% | 15% | / | -7% | /
COc1ccc(CN=C(C)c2c(C(F)(F)F)[nH]n(-c3nc4ccccc4s3)c2=O)cc1 | 0% | 14% | -3% | -4% | -1% | / | 0% | -8%
Cc1ccsc1C(=O)N1CCCC(CCC(=O)N2CCN(c3ccccn3)CC2)C1 (centres undefined) | -3% | 0% | 2% | 6% | 2% | 3% | -6% | 0%
CCCCOC(=O)c1ccc(NC(=O)CSCc2n[nH]c(=O)[nH]2)cc1 | 2% | -10% | 2% | -11% | 6% | -3% | 10% | -5%
OCCN(CC(O)COc1ccccc1)CC(O)Cn1ccc2ccccc21 (centres undefined) | 1% | -9% | 7% | 0% | -3% | 8% | 3% | 2%
Cc1nn(CC(=O)NCCc2ccccc2)c(=O)c2ccccc12 | 0% | -2% | -2% | -1% | 5% | 2% | 6% | 1%
CCOc1cc(C(=O)OC(C)C(=O)Nc2ncc(Cl)cc2Cl)ccc1OCC(=O)N1CCOCC1 (centres undefined) | -2% | -1% | -16% | -3% | 1% | -3% | 4% | 8%
COCC(=O)O | -4%[201 µM] | -1% | 8% | 1% | / | / | -3%[201 µM] | /
CCCCC(=O)NCCc1ccc(S(N)(=O)=O)cc1 | -2% | -2% | -2% | 9% | 6% | -3% | -16% | 2%
Cc1ccccc1CN1CCSc2sccc2C1=O | -1% | -9% | 4% | 1% | -4% | 0% | -3% | -1%
Cc1nc(-c2ccccc2)sc1-c1n[nH]c(=S)n1C | 1% | -2% | 7% | -7% | -19% | -5% | -2% | 1%
COc1ccc(N(C(=O)Cn2nnc(-c3ccccc3F)n2)C(C(=O)NCC2CCCO2)c2ccc(Cl)cc2)cc1 (centres undefined) | -2% | i | 4% | -12% | 11% | -2% | -5% | 5%
C/C(CCN1CCCCc2nc(C)c(C)cc21)=N\O[C@@H](C)c1cn([C@@H]2COC[C@@H]2O)nn1 | -1%[11.2 µM] | -5%[11.5 µM] | / | 5%[17.4 µM] | / | / | 3%[11.2 µM] | /
CCOC(=O)/C(C#N)=C/c1ccc(N2CCCCC2)cc1 | -4% | i | 17% | 1% | -11% | 123%[activator] | 0% | 10%
CC1=NNC(=O)C1CCC(=O)N/N=C(\C)c1ccccc1 (centres undefined) | -1% | -5% | 6% | -4% | ? | 15% | 4% | 6%
N#Cc1ccc(N2CCOCC2)c([N+](=O)[O-])c1 | -1% | i | -10% | -4% | 0% | -24% | -1% | -10%
O=C(Nc1nnc(C2CC2)o1)c1ccc(S(=O)(=O)N2CCCc3ccccc32)cc1 | -1% | -11% | 6% | -7% | 7% | -2% | -6% | -3%[15.4 µM]
COc1cc(C)c(S(=O)(=O)N2CCOCC2)c(C)c1C | 0% | -2% | 8% | -3% | 7% | 0% | 0% | 6%
Cc1ccc2[nH]c(=O)c(CN3CCCCC3)c(-c3ccccc3)c2c1 | -2% | i | 22% | -13% | ? | -15% | -6% | 11%
Cn1ccc(NC(=O)Nc2ccc(Cl)cc2)n1 | -5% | -1% | 11% | -3% | 1% | -4% | -5% | 2%
Nc1nc(-c2ccc(Cl)cc2)cc(C(F)(F)F)n1 | 0% | 1% | -11% | -1% | 2% | 5% | 14% | 2%
Nc1cccc(Oc2ccc3c(c2)C(=O)N(CC2CCCO2)C3=O)c1 (centres undefined) | -5% | i | -5% | 5% | 3% | 3% | 2% | -7%
COc1ccc(NC(=O)C(C)N(c2ccc(C)cc2)S(C)(=O)=O)c(OC)c1 (centres undefined) | 1% | 1% | 0% | -13% | 4% | 2% | 4% | 2%
CCOc1ccccc1CNC(=O)c1cc2occc2n1C | -2% | -1% | -8% | -2% | -2% | ? | -9% | -7%
CN(Cc1nc2c(s1)CCCC2)C(=O)CCc1nnc(-c2ccc3c(c2)OCO3)o1 | -1% | -3% | 1% | 11% | -1% | -1% | 1% | /

Reformatted: entries from further up.
| SMILES | TexasRed fluor | RECQ1 helicase | RGS12 GoLoco inh | aGlu spleen mod | GAA glycogen | L3MBTL1 inh | TRb SRC2 PPI | GAA inh |
| --- | --- | --- | --- | --- | --- | --- | --- | --- |
| Cc1ccc2[nH]c(=O)c(CN3CCCCC3)c(-c3ccccc3)c2c1 | -2% | i | 22% | -13% | ? | -15% | -6% | 11% |
| Cn1ccc(NC(=O)Nc2ccc(Cl)cc2)n1 | -5% | -1% | 11% | -3% | 1% | -4% | -5% | 2% |
| Nc1nc(-c2ccc(Cl)cc2)cc(C(F)(F)F)n1 | 0% | 1% | -11% | -1% | 2% | 5% | 14% | 2% |
| Nc1cccc(Oc2ccc3c(c2)C(=O)N(CC2CCCO2)C3=O)c1 (centres undefined) | -5% | i | -5% | 5% | 3% | 3% | 2% | -7% |

Later entries:
SMILES | TexasRed fluor | RECQ1 helicase | RGS12 GoLoco inh | aGlu spleen mod | GAA glycogen | L3MBTL1 inh | TRb SRC2 PPI | GAA inh
CC1CCC(NC(=O)Nc2cccs2)CC1 (centres undefined) | 2% | -5% | 11% | -7% | 16µM* | / | -1% | -8%
Cc1cc(NC(=O)COc2ccccc2)n(-c2ccccc2)n1 | 0% | -8% | -13% | 1% | -2% | ? | -1% | -4%
CCCn1c(-c2ccc(F)cc2)nc2c(NCC3CCN(C)CC3)nc(C)nc21 | -1% | i | -1% | 8% | / | / | 3% | /
CCCCOc1ccc(NC(=O)c2cc(F)c(F)cc2Cl)cc1 | -3% | ? | 3% | -8% | 10% | 5% | -1% | -2%
O=C(c1ccccc1)N(Cc1ccco1)C1CCS(=O)(=O)C1 (centres undefined) | -3% | -15% | 3% | -7% | 13% | 1% | -11% | -8%
Cc1cc(C)cc(NS(=O)(=O)c2ccc(NC(=S)NC(=O)c3ccc(Br)o3)cc2)c1 | -2% | i | 18% | -5% | -13% | / | 2% | -7%
COc1ccc(S(=O)(=O)NCC2CCCN(C(=O)C3CCCC3)C2)cc1 (centres undefined) | 1% | -26% | 15% | 1% | 17% | 9% | 1% | 5%
CCOc1ccc(-n2cnc3sc4c(c3c2=O)CCCC4)cc1 | -4% | -2% | -11% | -4% | 1% | -1% | -2% | /
Cc1ccc(S(=O)(=O)N(C)C)cc1NC(=O)COC(=O)c1sc2cc(Cl)ccc2c1Cl | 1% | i | -3% | -2% | 4% | / | 3% | /
COc1cc(C(=O)Nc2cccc(-c3nc4cc(C)ccc4o3)c2)cc(OC)c1OC | 4% | -6% | 58%[activator] | 3% | -1% | 25% | 17% | ?
CCCOc1ccc(/C(CC)=N/NC(=O)C2(C)CC2(Br)Br)cc1 (centres undefined) | 2% | -5% | 16% | 2% | 6% | -4% | -2% | 1%
Cc1ccc(OCC(=O)NNC(=O)Cn2nnc(-c3ccccc3)n2)cc1 | -1% | i | 69%[activator] | 7% | 2% | 4% | 2% | -1%
CN(C)CCN1CC(O)=C(c2nc3ccccc3s2)C1=N | 3% | -9% | 58%[activator] | -6% | -1% | -3% | 1% | /
Cc1cc(NC(=O)C2CCCO2)ccc1Br (centres undefined) | 1% | -4% | 3% | -14% | -16% | 12% | -10% | 3%
CCc1ccc(OCC(=O)N/N=C2\CC(=O)c3ccccc32)cc1 | -2% | i | 9% | -10% | -23% | / | 4% | -3%
CCC(CC)c1nnc(NC(=O)C2CCCO2)s1 (centres undefined) | -1% | -5% | -10% | 3% | -5% | / | -1% | -3%
O=C1NC(c2ccccc2Cl)=N/C1=C/c1ccco1 | -2% | 2% | 8% | 1% | -3% | -14% | -4% | 2%[15.4 µM]
CN(C)S(=O)(=O)c1cccc(C(=O)Nc2ccc(Cl)cn2)c1 | 1% | -12% | 1% | 8% | -6% | -5% | -21% | -9%
O=C(NNc1ccccn1)c1ccccc1CC[N+](=O)[O-] | -4% | -8% | 1% | -2% | ? | 3% | 2% | 6%
CCCC(=O)NCc1ccc2c(c1)cc(C)n2C | 0% | -8% | 0% | -5% | ? | -3% | -10% | -11%
CO/N=C(/CS(=O)(=O)Cc1ccccc1Cl)c1ccc(Cl)cc1Cl | -2% | -12% | 2% | -8% | -3% | 8% | -9% | 1%
CCN(Cc1ccccc1)S(=O)(=O)c1ccc2oc(C(=O)O)c(C)c2c1 | -1% | -7% | 0% | -2% | 3% | 0% | -11% | 1%
Cc1nc2ccccc2c(=O)n1NCc1cc(Br)cs1 | -1% | 0% | -1% | -13% | 1% | 1% | -1% | -6%
CCc1nnc(NC(=O)COc2ccc(N(C)S(=O)(=O)c3ccc(C)cc3)cc2)s1 | 4% | 0% | 36%[activator] | 0% | 7% | -6% | -6% | 6%
COc1ccc(C)cc1-n1nnnc1SCC(=O)Nc1cc(C)on1 | 0% | -2% | -4% | -3% | 4% | 4% | 9% | ?

The list goes on.
SMILES | TexasRed fluor | RECQ1 helicase | RGS12 GoLoco inh | aGlu spleen mod | GAA glycogen | L3MBTL1 inh | TRb SRC2 PPI | GAA inh
CCc1ccc(C(=O)COC(=O)CCc2nc3ccccc3c(=O)[nH]2)cc1 | 2% | -7% | -21% | -4% | 6% | 4% | -4% | 1%
Cc1nccn1CC(=O)N/N=C/c1cccc(O)c1 | 0%[53 µM] | -2% | -2% | 15% | 1% | 6% | -7%[53 µM] | 2%
Cc1c(C(=O)NCCSCc2ccc(Cl)cc2Cl)cccc1[N+](=O)[O-] | -10% | -9% | -7% | -9% | 26% | 18% | -2% | 10%
Cc1ccccc1/C=C/c1nc2ccccc2c(=O)[nH]1 | -1% | 14% | 7% | -1% | ? | -9% | 5% | -1%[15.4 µM]
COc1ccc(-n2cnc3sc4c(c3c2=O)CCCC4)cc1 | -1% | i | -10% | 0% | 17% | 6% | 1% | 4%
NC(N)=Nc1ccc(N=C(N)N)cc1 | -4% | -4% | 8% | 5% | 4% | 4% | -3% | -8%
COc1cccc(C(=O)CC(=O)C(=O)Nc2cc(Cl)c(OC)cc2OC)c1 | -2% | -6% | 6% | -10% | ? | / | 5% | 1%
CC1CCc2c(sc3nc(CN4CCN(S(=O)(=O)c5ccccc5[N+](=O)[O-])CC4)[nH]c(=O)c23)C1 (centres undefined) | -3% | -3% | 8% | -2% | 8% | -11% | -14% | -6%
